Assay outcomes as filed in PubChem.
Dyrk1A ADPGlo – rat Dyrk1A kinase inhibitors, primary screen, biochemical, single point, plate reader; inhibition, % at 12.5 µM; Dual specificity tyrosine-phosphorylation-regulated kinase 1A (Rattus norvegicus), Q63470; actives 0.43% (n = 310,000); AID 504441, 2011; ADP-Glo luminescence, NFATc1 peptide; in the data active means inhibition above about 50%;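 further: plate controls were vehicle with enzyme for no effect and no enzyme for full effect; many of its hits are not listed in these tables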
GSK3beta inhib – human GSK3beta kinase inhibitors, primary screen, biochemical, cell-free homogeneous, HTS; Glycogen synthase kinase-3 beta (Homo sapiens), P49841; GST-GSK3beta kinase, ADP-Glo luminescence, 60 min; stronger effect = lower value; activity score (negative = inhibition), % at 10 µM; actives 0.038% (n = 300,000); AID 2097, 2009;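 active means more than half of replicate wells score below -50%, meaning over 50% inhibition versus plate controls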;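 further: 0% = median DMSO wells and -100% = median GW8510 positive control wells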
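test system = GST-tagged human GSK3beta kinase, cell-free | reagent = 25 µM ATP with peptide substrate | dosing = one dose of 10 µM per compound | schedule = 60 min reaction, RT | detection = luminescent ADP-Glo measurement of ADP formed | control set = DMSO neutral wells and GW8510 at 20 µM as positive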
KCNK9 inh – KCNK9 potassium channel inhibitors, primary screen, HEK293 cells, thallium flux; Potassium channel subfamily K member 9 (Homo sapiens), Q9NPC2; FluxOR thallium flux fluorescence; stronger effect = lower value; B-score at 10 µM; actives 1.2% (n = 310,000); AID 488922, 2010;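 active means ratio B-score over 3 SD below the library mean, with starting fluorescence within 5 SD of its mean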;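 further: negative B-score means less thallium flux so channel inhibition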
KCNK3 block – human KCNK3 channel inhibitors, primary screen, CHO cells, FluxOR thallium flux, B-score | Potassium channel subfamily K member 3 (Homo sapiens), O14649 | B-score at 10 µM | actives 0.84% (n = 340,000) | FluxOR fluorescence; stronger effect = lower value;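 active means B-score under library mean minus 4 SD, starting fluorescence ratio at most library mean plus 5 SD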;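 further: more negative B-score means stronger inhibition of thallium flux through KCNK3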
RGS4 block – RGS4 inhibitors, primary screen, cell-based, HEK293 M3R inducible RGS4, calcium flux; Regulator of G-protein signaling 4 (Homo sapiens), P49798; Fluo-4 calcium flux; stronger effect = higher value; triggered by carbachol at its EC20; B-score at 10 µM; actives 0.45% (n = 310,000);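 active means B-score, a plate-corrected calcium signal, over three deviations above library mean, with baseline fluorescence within five deviations of library mean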;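 further: RGS4 expression induced by doxycycline in cells with stable M3 receptor; B-score is computed from the integrated fluorescence ratio over baseline after carbachol; higher B-score means a larger calcium signal and so more RGS4 inhibition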
KCNQ1 pot – potentiators or activators of KCNQ1 channel, primary screen, cell-based, thallium flux, high-throughput. Potassium voltage-gated channel subfamily KQT member 1 (Homo sapiens), P51787. B-score at 10 µM. CHO-K1 KCNQ1, thallium flux FluxOR fluorescence; stronger effect = higher value. actives 0.35% (n = 310,000). AID 2648, 2010;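 active means fluorescence ratio B-score, a plate-corrected score, at least three library SD, with initial intensity B-score within 5 SD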
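Test system: CHO-K1 cells stably expressing KCNQ1 / Medium: assay buffer / Also added: depolarizing K+/Tl+ stimulus, K2SO4 and Tl2SO4 each 12.5 mM in 5x stock / Incubation: 90 min dye loading and 20 min compound exposure, both at room temperature / Signal: thallium influx via FluxOR fluorescence, kinetic imaging / Evaluation: B score of baseline-normalized fluorescence ratio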
RGS4 act – RGS4 potentiators or activators, primary screen, cell-based, HEK293 M3R inducible RGS4, calcium flux | B-score at 10 µM | carbachol calcium flux Fluo4; stronger effect = lower value | actives 0.92% (n = 310,000);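 active means B-score of the integrated calcium signal more than 4 SD below the library mean, with starting fluorescence not abnormally high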;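 further: negative B-score means reduced calcium response which marks RGS4 activation or potentiation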
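Reagent: ECmax carbachol challenge; Test system: M3R-expressing HEK293 line, RGS4 induced by doxycycline; Schedule: overnight RGS4 induction, 30 min dye load 37 °C, 20 min compound RT; Detection: calcium dye Fluo4 fluorescence; Read-out: Agonist-evoked peak-minus-minimum fluorescence over baseline, integrated ratio, B score.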
PolyA inhibitor – polyadenylation inhibitors in yeast reporter cells, primary screen, luminescence, S. cerevisiae; actives 0.02% (n = 300,000); S. cerevisiae SKY197-pL101 polyadenylation reporter, beta-gal luminescence; efflux-impaired pdr1/pdr3 knockout yeast; score 100 = 6 SD above DMSO; calls only at 12 µM; AID 1875, 2009;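 active means lowest replicate activity score at least 50, where 100 means six control SD above control mean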;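 further: yeast exposed to compound for 9 h at 30 °C; higher score means more reporter readthrough which indicates perturbed polyadenylation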
GSK3A inh – blockers of GSK3A enzyme activity – biochemical, luminescence, cell-free homogeneous, HTS, primary screen | Glycogen synthase kinase-3 alpha (Homo sapiens), P49840 | GSK-3 alpha kinase, ADP-Glo luminescence, 60 min | inhibition, % at 10 µM | actives 0.1% (n = 320,000);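 in the data active means inhibition above about 50%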;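 further: GST-tagged GSK-3 alpha with peptide substrate and 25 µM ATP; 0% = DMSO neutral wells and 100% = GW8510 positive control wells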
hERG protect – hERG rescue from dofetilide block, primary screen, cell-based, CHO-hERG, FluxOR thallium flux, dofetilide IC70. Voltage-gated inwardly rectifying potassium channel KCNH2 (Homo sapiens), Q12809. dofetilide IC70 present. activation (rescue from dofetilide block), less the hit threshold, % at 10 µM. actives 0.51% (n = 310,000). AID 1511, 2009;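 active means activation above the mean of controls blocked by dofetilide plus 5 SD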;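 further: thallium influx through hERG after potassium depolarization seen as dye fluorescence rise; in these data hits start at about 4.7%; inactives centre near -7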
Target sequence (Q12809 whole entry, looked up): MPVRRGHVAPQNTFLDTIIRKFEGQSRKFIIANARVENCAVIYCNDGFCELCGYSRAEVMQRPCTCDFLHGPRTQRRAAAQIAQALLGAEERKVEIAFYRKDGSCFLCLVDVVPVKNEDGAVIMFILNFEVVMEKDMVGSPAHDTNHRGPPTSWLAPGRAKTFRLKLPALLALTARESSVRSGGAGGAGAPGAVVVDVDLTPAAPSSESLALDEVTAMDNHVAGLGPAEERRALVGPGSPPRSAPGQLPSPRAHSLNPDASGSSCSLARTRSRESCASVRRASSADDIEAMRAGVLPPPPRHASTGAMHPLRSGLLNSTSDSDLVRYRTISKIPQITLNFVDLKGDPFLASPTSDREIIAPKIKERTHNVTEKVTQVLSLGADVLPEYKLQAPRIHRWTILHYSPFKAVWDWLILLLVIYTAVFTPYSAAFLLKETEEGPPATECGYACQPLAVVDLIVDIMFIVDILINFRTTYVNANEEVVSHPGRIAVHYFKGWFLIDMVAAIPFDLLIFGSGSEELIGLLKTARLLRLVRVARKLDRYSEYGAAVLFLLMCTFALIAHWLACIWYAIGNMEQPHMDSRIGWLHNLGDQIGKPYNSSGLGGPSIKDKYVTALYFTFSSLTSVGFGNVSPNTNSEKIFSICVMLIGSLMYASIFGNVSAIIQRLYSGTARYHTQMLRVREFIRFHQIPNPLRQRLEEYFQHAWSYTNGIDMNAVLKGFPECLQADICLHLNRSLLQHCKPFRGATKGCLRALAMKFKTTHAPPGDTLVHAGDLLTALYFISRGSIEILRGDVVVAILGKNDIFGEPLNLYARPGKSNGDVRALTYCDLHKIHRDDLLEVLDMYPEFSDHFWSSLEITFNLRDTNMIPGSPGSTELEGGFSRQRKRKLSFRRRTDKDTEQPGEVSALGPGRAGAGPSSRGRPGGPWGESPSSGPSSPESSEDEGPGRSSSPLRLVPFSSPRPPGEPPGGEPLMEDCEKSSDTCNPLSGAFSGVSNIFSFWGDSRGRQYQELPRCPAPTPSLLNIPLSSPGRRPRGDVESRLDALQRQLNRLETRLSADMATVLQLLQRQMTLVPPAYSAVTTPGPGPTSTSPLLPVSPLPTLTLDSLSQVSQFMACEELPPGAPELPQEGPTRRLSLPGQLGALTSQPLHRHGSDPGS
KCNQ1 block – inhibitors of human KCNQ1 channel, primary screen, cell-based, thallium flux, high-throughput | Potassium voltage-gated channel subfamily KQT member 1 (Homo sapiens), P51787 | CHO-K1 KCNQ1, FluxOR thallium flux fluorescence; stronger effect = higher value | B-score at 10 µM | actives 1.3% (n = 310,000) | AID 2642, 2010;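 active means compounds whose thallium flux B-score, printed positive for inhibition, exceeds three library SD while starting fluorescence stays within three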;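 further: channel opened by potassium depolarization with thallium stimulus after 20 min compound exposure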
An asterisk follows results filed as active; i = inactive; x = not tested or not shown. Some of the compounds tested; rates above refer to the full screens.

compound,Dyrk1A ADPGlo,GSK3beta inhib,KCNK9 inh,KCNK3 block,RGS4 block,KCNQ1 pot,RGS4 act,PolyA inhibitor,GSK3A inh,hERG protect,KCNQ1 block
CCOC(=O)c1c(C)[nH]c(C2=NNC(=NC(C)COC)SC2)c1C (configuration not stated),1.0,-0.3,i,i,i,i,i,i,-1.4,-10.7,i
CCC(C)(C)n1nnnc1CN(Cc1ccc(Cl)cc1)Cc1ccco1,1.4,0.6,-11.1*,i,i,i,i,i,-6.7,-16.3,i
COc1cccc(CN2CCN(Cc3cc4ccccc4o3)CC2CCO)c1 (configuration not stated),-1.9,2.2,i,i,i,i,i,i,-1.5,-2.2,i
COc1cc(OC)cc(C(=O)Nc2ccccc2N2CCOCC2)c1,-2.5,-1.5,i,i,i,i,i,i,-1.6,-11.7,i
CCc1ccccc1N(CC(=O)NC(C)c1ccccc1)S(C)(=O)=O (configuration not stated),2.4,-3.5,i,i,i,i,i,i,3.3,2.4,i
O=C(Cn1nnc(N2CCCCC2)n1)c1ccc(Cl)c(Cl)c1,x,-10.9,i,i,i,i,i,i,4.4,-5.2,i
COC(=O)CN(C)C(=O)c1ccc(OC)c(OC2CCN(C(C)C)CC2)c1,-3.0,-17.8,i,i,i,i,i,i,0.9,-0.5,i
COc1ccc(N2C(N)=C(C#N)C(c3ccsc3)C3=C2CCCC3=O)c(OC)c1 (configuration not stated),-9.4,-2.0,i,i,i,i,i,i,6.8,-8.8,i
O=C(OC(C(=O)NC1CCCC1)c1ccccn1)c1cccs1 (configuration not stated),-0.7,1.9,i,i,i,i,i,i,1.0,-11.4,i
COc1ccc(OC)c(NC(=O)COC(=O)c2cc3c(s2)CCC3)c1,0.1,-1.4,i,i,i,i,i,i,-2.4,-5.7,i
CCN(CC)S(=O)(=O)c1cc(C(=O)NC2=NCCS2)ccc1Cl,-4.8,-3.7,i,i,i,i,i,i,1.5,-4.9,i
S=c1nc(-c2ccccc2)oc2c1CCCC2,2.4,5.5,i,i,i,i,i,i,-5.8,-4.2,i
O=C(c1ccccc1)C(c1ccccc1)c1ccccc1,-3.4,-3.2,i,i,i,i,i,i,-0.2,-4.2,i
O=C(c1ccsc1)N1CCCC(N2CCOCC2)C1 (configuration not stated),-0.3,1.8,i,i,i,i,i,i,-1.9,-8.7,i
COc1ccc(OC)c(/C=C/C(=O)OCC(=O)Nc2ccc(Cl)c(S(=O)(=O)N(C)C)c2)c1,0.1,-4.0,i,i,i,i,i,i,0.0,-7.5,i
Cc1cnc(C(=O)OC(C)C(=O)c2c(C)[nH]c3ccccc23)cn1 (configuration not stated),-5.2,2.8,i,i,i,i,i,i,-1.2,-5.0,i
CCOc1ccc(-c2nnc(SCC(=O)N3CCOCC3)o2)cc1,-2.6,2.5,i,i,i,i,i,i,-0.4,-8.3,i
COc1ccc(Br)cc1CNC(=O)C1CCC(=O)N1C(C)C (configuration not stated),3.2,1.1,i,i,i,i,i,i,-0.6,-9.7,i
C/C(=N\NC(=O)C1CC1)c1ccc(C)c(C)c1,4.1,-1.2,i,i,i,i,i,x,x,-8.3,i
COc1ccc(-c2cc(C(F)(F)F)nc(NCc3ccco3)n2)cc1OC,-3.8,-2.4,i,i,i,i,i,i,-0.3,-14.0,i
CCN(CC)C(=O)C(=O)c1cn(CC(=O)NCC2CCCO2)c2ccccc12 (configuration not stated),6.4,3.4,i,i,i,i,i,i,0.2,-12.9,i
COc1cc2ncc(S(=O)(=O)c3ccccc3)c(N3CCCC(C)C3)c2cc1OC (configuration not stated),8.9,-0.4,i,i,i,i,-7.28*,i,1.1,-22.4,11*
CCN(CC(=O)Nc1ccccc1C(F)(F)F)C(=O)CCSc1ccc(F)cc1,-1.1,2.3,i,i,i,i,i,i,-3.1,-4.5,i
CSc1cccc(NC(=O)N2CCN(C)CC2)c1,11.0,-3.6,i,i,i,i,i,i,-0.2,-9.5,i
CC1(C)CC2CC(C)(CN2C(=S)NC(=O)c2ccccc2Cl)C1 (configuration not stated),-6.4,4.3,i,i,i,27*,i,i,-0.2,38.9*,i
COCCCN1C(=O)c2ccc(C(=O)OCC(=O)N3CCN(c4ccccc4)CC3)cc2C1=O,9.3,-0.7,i,i,i,i,i,i,-1.2,-3.7,i
COc1cc(CN2CCN(Cc3ccc(C)cc3)CC2)c([N+](=O)[O-])cc1OC,3.1,-1.3,i,i,i,i,i,i,-1.1,-9.1,i
Cc1ccnc(N/C=C(/NC(=O)c2ccccc2)C(=O)N/N=C\c2ccc(Cl)cc2)n1,-2.8,0.9,i,i,i,i,i,i,-1.3,-16.4,i
COc1cc(Cl)c(C)cc1NC(=O)[C@@H]1CCCN1C(=O)c1cccs1,x,1.6,i,i,i,i,i,i,-1.4,-5.4,i
CS(=O)(=O)N(CC(=O)N/N=C/c1cccs1)c1cccc(Cl)c1Cl,1.7,-6.8,i,i,i,i,i,i,-0.5,-7.5,i
CCCOc1ccc(N2C(=O)CC(N3CCN(CCN=CC4C(=O)CC(C)(C)CC4=O)CC3)C2=O)cc1 (configuration not stated),0.4,2.7,i,i,i,i,i,i,-1.8,-11.3,i
CCNc1ccc(C(=O)OCC(=O)N2c3ccccc3NC(=O)C2(C)C)cc1[N+](=O)[O-],-1.2,-1.1,i,i,i,i,i,i,-0.3,-11.4,i
O=C(NC1CCCCC1)N1CCCCCC1,x,0.5,i,i,i,i,i,i,0.5,-6.7,i
CCSc1c(-c2ccccc2)nc2c(C)cccc2c1C(=O)O,2.5,-24.3,i,i,i,i,i,i,-4.8,-2.4,i
COc1ccc(C2C3=C(CCCC3=O)Nc3nc(C(F)(F)F)nn32)c(OC)c1OC (configuration not stated),-3.8,-1.4,i,i,i,i,i,i,1.8,-3.4,i
Cn1cccc1Cc1nnc(SCC(=O)NC2CCCC2)n1-c1ccc(F)cc1,-1.5,2.5,i,i,i,i,i,i,-2.8,-8.2,i
CCOc1ccc(-n2c(SCC(N)=O)nc3sc4c(c3c2=O)CCN(C)C4)cc1,-0.2,-1.6,i,i,i,i,i,i,1.9,-9.6,i
Cc1oc(S(=O)(=O)N2CCOCC2)cc1C(=O)Nc1ccc(F)cc1,x,-1.3,i,i,i,i,i,i,2.1,-8.3,i
CC1CC(c2ccccc2)n2nc(NC(=O)CCc3ccccc3)nc2N1 (configuration not stated),7.8,-2.9,i,i,i,i,i,i,0.5,-4.4,i
Cn1c(CNC(=O)C(Cc2ccccc2)NC(=O)c2ccccc2)cc(=O)n(C)c1=O (configuration not stated),-2.9,2.4,i,i,i,i,i,i,-1.9,-4.6,i
COC(=O)C[C@](O)(CCCC(C)(C)O)C(=O)O[C@@H]1C(OC)=C[C@]23CCCN2CCc2cc4c(cc2[C@H]13)OCO4,x,-2.2,i,x,i,i,i,i,-1.7,-5.8,i
COc1cc(/C=N/n2cnnc2)ccc1OCC(=O)N1CCOCC1,-5.4,2.9,i,i,i,i,i,i,-1.9,-11.7,i
CC(C)CC(=O)NC(=S)Nc1nc(-c2cccc3ccccc23)cs1,1.3,-2.2,i,i,i,34*,-7.09*,i,1.1,0.4,i
CCN1CCCC1CNC(=O)CCNC(=O)c1cc(OC)c(OC)c(OC)c1 (configuration not stated),6.5,1.9,i,i,i,i,i,i,-3.7,-10.2,i
CC(C)(C)c1ccc(C(=O)N2CCCN(c3ccc([N+](=O)[O-])cn3)CC2)cc1,5.3,-2.6,i,i,i,i,i,i,-0.5,-16.1,i
O=C(NNC(=S)NC(=O)c1ccc(Br)cc1)c1cccc([N+](=O)[O-])c1,-2.7,-3.2,i,i,i,21*,i,x,-1.7,-1.1,i
Cc1cc(C)n2nc(SCc3ncc(-c4ccccc4)o3)nc2n1,6.6,1.1,i,i,i,i,i,i,-2.6,-11.2,i
Cc1nn2c(NCCN(C)C)c3c(nc2c1-c1ccccc1)CCCC3,4.2,-0.2,i,i,i,i,i,i,1.6,-19.2,i
CC(C)(CNC(=O)c1ccc([N+](=O)[O-])c(Cl)c1)CNC(=O)c1ccc([N+](=O)[O-])c(Cl)c1,2.8,-1.1,-7.87*,-9.81*,i,i,i,i,-3.6,-20.2,i
CCN1CCc2nc(NC(=O)c3ccc4c(c3)OCCO4)sc2C1,9.2,-0.1,i,i,i,i,i,i,-0.7,-7.6,i
CC(=O)c1ccc(NC(=O)CCCN2C(=O)/C(=C/C(C)=C/c3ccccc3)SC2=S)cc1,4.8,2.4,i,i,i,i,i,i,1.4,-6.6,i
NC(=O)CSc1nc2ccccc2nc1SCC(N)=O,x,-2.2,i,i,i,i,i,i,x,-19.3,i
Cc1ccc(C(=O)COC(=O)c2n[nH]c(=O)c3ccccc23)cc1,5.6,0.6,i,i,i,i,i,i,1.4,-11.6,i
